High-throughput results: PubChem BioAssay, National Center for Advancing Translational Sciences (NCATS)
EPAC2 ag: agonists of human EPAC2 (RAPGEF4) | Q8WZA2 | EPAC2 activation, biochemical qHTS; response scale: 100% = 6.5 mM cAMP response | Potency, µM (series often up to 154 µM), for inactives: top-dose activation, hits mostly activators | actives 0.079% (n = 360,000); also: potency is read from the fitted curve at half-maximal effect; nearly all actives have a fitted effect of over 50% in size
Target sequence (Q8WZA2 whole entry, looked up): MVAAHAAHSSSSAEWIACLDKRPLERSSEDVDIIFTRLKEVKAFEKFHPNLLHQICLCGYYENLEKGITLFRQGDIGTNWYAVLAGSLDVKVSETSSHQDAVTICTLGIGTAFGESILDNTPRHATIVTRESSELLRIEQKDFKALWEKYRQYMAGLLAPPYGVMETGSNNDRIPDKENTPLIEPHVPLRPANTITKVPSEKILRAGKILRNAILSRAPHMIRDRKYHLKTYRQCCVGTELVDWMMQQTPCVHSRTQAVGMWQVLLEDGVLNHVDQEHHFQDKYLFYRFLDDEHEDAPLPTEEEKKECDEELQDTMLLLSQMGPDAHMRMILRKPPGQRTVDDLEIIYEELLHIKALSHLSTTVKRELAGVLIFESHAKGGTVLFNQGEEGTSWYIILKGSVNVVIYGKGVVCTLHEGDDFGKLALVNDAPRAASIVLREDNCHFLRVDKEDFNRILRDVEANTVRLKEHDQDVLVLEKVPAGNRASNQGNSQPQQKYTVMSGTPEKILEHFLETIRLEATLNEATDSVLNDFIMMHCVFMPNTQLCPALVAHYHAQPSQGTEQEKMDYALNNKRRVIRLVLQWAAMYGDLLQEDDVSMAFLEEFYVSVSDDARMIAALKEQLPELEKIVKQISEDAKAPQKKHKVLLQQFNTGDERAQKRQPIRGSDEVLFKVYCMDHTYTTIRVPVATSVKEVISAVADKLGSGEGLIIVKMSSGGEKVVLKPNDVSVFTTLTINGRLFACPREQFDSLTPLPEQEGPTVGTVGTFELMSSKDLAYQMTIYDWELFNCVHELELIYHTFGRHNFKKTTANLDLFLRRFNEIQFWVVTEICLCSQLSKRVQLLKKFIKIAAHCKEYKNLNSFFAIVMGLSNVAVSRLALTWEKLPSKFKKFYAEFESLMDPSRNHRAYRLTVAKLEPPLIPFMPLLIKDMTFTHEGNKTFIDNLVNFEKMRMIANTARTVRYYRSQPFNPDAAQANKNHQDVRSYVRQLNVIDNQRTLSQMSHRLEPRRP
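Each well held 100 nM EPAC2, 250 nM RAP1B-BODIPY-GDP and 50 uM GDP. Fluorescence, read at 5-min intervals to 30 min, was referenced to a 6.5 mM cAMP positive control.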
MmCpn inh: inhibitors of Methanococcus maripaludis chaperonin (MmCpn); purified Mm-Cpn ATPase, ADP Transcreener TR-FRET; Potency, µM (doses to about 76.9 µM), without a hit: at the highest dose activity, negative = inhibition, usual class: inhibitors; actives 0.031% (n = 330,000); also: potency is read from the fitted curve at half-maximal effect; % is scaled to controls: 0 for no effect and ±100 for the full control effect; nearly all actives have a fitted effect of over 80% in size
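ATPase read-out: TR-FRET ADP immunoassay (anti-ADP Eu cryptate vs ADP-d2), ex 320 nm, em 590/665 nm; signal drops as ADP forms. Enzyme 25 nM, ATP 10 uM, 30 min at 37°C after 10 min compound preincubation.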
Nrf2 inh: blocks Nrf2 signaling. A549 ARE-Fluc reporter, luciferase luminescence, 18-24 h. Potency, µM (titrated, usually from 46 µM), for inactives: at the highest dose activity change, negative = inhibition, actives largely listed as inhibitors. actives 2.1% (n = 360,000). AID 504444; also: potency is read from the fitted curve at half-maximal effect; % is scaled to controls: 0 for no effect and ±100 for the full control effect; nearly all actives have a fitted effect of over 60% in size
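Two sequential reads on A549 ARE_Fluc cells exposed to compound for 18-24 h: a CellTiter-Fluor fluorescence read for viability, then a luciferase luminescence read for Nrf2/ARE activity.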
TGFb inhibitor: TGF-b pathway inhibition | HepG2 CAGA-GFP TGF-b/SMAD3 reporter, GFP fluorescence, 18 h; TGF-beta stimulated, 500 pg/mL final | Potency, µM (series often up to 46.1 µM), for inactives: at the highest dose activity, negative = inhibition, hits mostly inhibitors | actives 1.2% (n = 410,000) | AID 588855; also: potency is read from the fitted curve at half-maximal effect; % is scaled to controls: 0 for no effect and ±100 for the full control effect; nearly all actives have a fitted effect of over 65% in size
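GFP signal (ex488/em500-530) from TGF-beta-stimulated HEPG2 CAGA-GFP cells, 500 pg/mL final, 18 h at 37 degrees C in DMEM plus 1% FBS, normalized to unstimulated and DMSO-stimulated controls.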
CCT modulator: modulators of cytosolic chaperonin (CCT/TRiC) activity; activity change, % (concentration not given with the values), hits read low; purified chaperonin ATPase assay, HTRF ADP detection, 30 min; actives 0.3% (n = 360,000); in the data active = activity change below about -30%; also: % is scaled to controls: 0 for no effect and ±100 for the full control effect
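First, chaperonin was dispensed at 40 nM or 20 nM final depending on batch activity. Next, compounds were pinned at 76 uM and ATP added at 10 uM. After 30 min at 37 °C, ADP detection reagents ran 30 min at ambient temperature.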
Akt phos inh: blocks phosphorylation of Akt. actives 0.32% (n = 360,000). activity change, % for hits at 50 µM. Neuro2A IGF-stimulated pAkt S473 HTRF, 20 min; active compounds read low; in the data active = activity change below about -80%; inconclusive = mostly about -51% to -80%; also: % is scaled to controls: 0 for no effect and ±100 for the full control effect
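Neuro2A cells (4,500/well, DMEM with 0.5% FBS) were treated with compound at a single 50 µM final concentration, stimulated with 6 nM IGF for 20 min at 37 °C, and lysed. Phospho-Akt Ser473 was read by HTRF as 665/615 ratio ×10^4.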
EPAC2 antag: antagonists of human EPAC2; actives 0.18% (n = 360,000); Potency, µM (titrated, usually from 114 µM), without a hit: at the highest dose activity, negative = inhibition, actives largely listed as inhibitors; Q8WZA2; EPAC2 GEF exchange of Rap1B-BODIPY-GDP, fluorescence; AID 720708; also: potency is read from the fitted curve at half-maximal effect; % is scaled to controls: 0 for no effect and ±100 for the full control effect; nearly all actives have a fitted effect of over 45% in size; many of its hits are not listed in these tables
A549 tox: counter-screen for Nrf2 inhibitors: cytotoxicity in A549 cells. A549 ARE-Fluc cells, CellTiter-Fluor viability, 18-24 h. Potency, µM (series often up to 46 µM), for inactives: top-dose activity change, negative = cytotoxicity, most hits filed as inhibitors. actives 0.16% (n = 390,000); also: potency is read from the fitted curve at half-maximal effect; % is scaled to controls: 0 for no effect and ±100 for the full control effect
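A549 ARE-Fluc cells in 5% FBS OPTI-MEM, 5000 cells/well, rested 2 h then exposed to compounds in concentration-response for 18-24 h at 37 °C. Viability by CellTiter-Fluor fluorescence (Ex 405/Em 525) after 30 min; luciferase luminescence (BugLite, 15 min, RT) read afterwards.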
Nrf2 ARE act: Nrf2 pathway activation; actives 0.31% (n = 410,000); Potency, µM (titrated, usually from 46.1 µM), inactives show top-dose activation, actives largely listed as activators; AREc32 ARE-luciferase reporter (MCF7-derived line), luminescence, 24 h; also: potency is read from the fitted curve at half-maximal effect; % of control where 0% means no effect; nearly all actives have a fitted effect of over 65% in size
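AREc32 cells carrying an ARE-driven firefly luciferase, 1000 cells/well in OPTI-MEM with 5% FBS, dosed after overnight attachment and incubated 24 hr at 37 deg C. Steady-Glo luminescence read after 30 min at RT.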
The depositor's hits bear a star; & = joins results of further samples; [ ] = dose if it differs, or a comment. Unless noted, calls follow the shape of the dose curve; as a rule, active = well fitted curve in the direction sought with a large enough effect; inconclusive = small, poorly fitted or top-dose-only effect, or another doubt; inactive = no such curve, though single readings can be large; an effect the other way counts as inactive or inconclusive. This is a subset. The share of hits here may be higher or lower than overall.

For O=C(NCC(c1cccnc1)N1CCOCC1)c1cccs1 (centres undefined) the results were EPAC2 ag -10%, MmCpn inh -1%, Nrf2 inh -11%, TGFb inhibitor inconclusive, CCT modulator -14, Akt phos inh inactive, EPAC2 antag inconclusive, A549 tox -8% and Nrf2 ARE act 0.4%.
`CCCCCC(C)NC(=O)CN1C(=O)NC(C)(c2ccc3ccccc3c2)C1=O` (centres undefined) gave EPAC2 ag -1%, MmCpn inh -11%, Nrf2 inh inconclusive, TGFb inhibitor inconclusive, CCT modulator -1.8, Akt phos inh inactive, EPAC2 antag -2%, A549 tox -14% and Nrf2 ARE act 0.1%.
`COC(=O)[C@H](C)NC(=O)NCCC1=CCCCC1` gave EPAC2 ag 8%, MmCpn inh 2%, Nrf2 inh 1%, TGFb inhibitor -28%, CCT modulator 0.9, Akt phos inh inactive, EPAC2 antag 10%, A549 tox -7% and Nrf2 ARE act 0.3%.
For CCCC(=O)Oc1cccc(C2NC(=O)c3ccccc3O2)c1 (centres undefined) the results were EPAC2 ag 3%, MmCpn inh 0%, Nrf2 inh -7%, TGFb inhibitor 1%, CCT modulator 0.7, Akt phos inh inactive, EPAC2 antag 5%, A549 tox -2% and Nrf2 ARE act 0.1%.
Cc1ncoc1C(=O)N1CCCC(N2CCN(c3cccc(C(F)(F)F)c3)CC2)C1 (centres undefined) was read as EPAC2 ag -8%, MmCpn inh 1%, Nrf2 inh -18%, TGFb inhibitor inconclusive, CCT modulator 0.5, Akt phos inh inactive, EPAC2 antag -13%, A549 tox -3% and Nrf2 ARE act -0.2%.
For O=C(NCCCn1ccnc1)c1cc(C2CC2)on1 the results were EPAC2 ag 7%, MmCpn inh inconclusive, Nrf2 inh -7%, TGFb inhibitor 1%, CCT modulator -1.2, Akt phos inh inactive, EPAC2 antag 1%, A549 tox -1% and Nrf2 ARE act -0.7%.
`COc1ccc(NC(=O)O/N=C/c2ccc(N(C)C)cc2)cc1` gave EPAC2 ag 13%, MmCpn inh -3%, Nrf2 inh -21%, TGFb inhibitor 0%, CCT modulator 1.9, Akt phos inh inactive, EPAC2 antag -5%, A549 tox -8% and Nrf2 ARE act 2.2%.
For COc1ccc(CNC(=O)c2ccc(NC(=O)N3CCCCc4ccccc43)cc2)c(OC)c1 the results were Nrf2 inh inconclusive, TGFb inhibitor inconclusive, A549 tox 0% and Nrf2 ARE act 7.8%.
O=C(OC(C(=O)NC1CCCC1)c1ccncc1)C1=Cc2ccccc2OC1 (centres undefined) was read as EPAC2 ag -5%, MmCpn inh 1%, Nrf2 inh 10%, TGFb inhibitor 4%, CCT modulator -1.6, Akt phos inh inactive, EPAC2 antag 0%, A549 tox -11% and Nrf2 ARE act -0.6%.
Screening O=C(O)c1cccc(NC(=S)NC(NC(=O)c2ccccc2[N+](=O)[O-])C(Cl)(Cl)Cl)c1 (centres undefined) returned EPAC2 ag 9%, MmCpn inh -5%, Nrf2 inh 11%, TGFb inhibitor 9%, CCT modulator -2.1, Akt phos inh inactive, EPAC2 antag 2%, A549 tox 0% and Nrf2 ARE act -0.3%.
Cc1cc(C)cc(OCC(=O)OCC(=O)Nc2ccc(Cl)cn2)c1 was read as EPAC2 ag -1%, MmCpn inh -1%, TGFb inhibitor 6%, CCT modulator -0.1, Akt phos inh inactive, EPAC2 antag -6%, A549 tox -14% and Nrf2 ARE act -0.4%.
For CN(Cc1ccccc1)C(=O)c1cn(C)c2ccc(S(=O)(=O)N3CCCC3)cc2c1=O the results were EPAC2 ag 7%, MmCpn inh -1%, Nrf2 inh 7%, TGFb inhibitor 6%, CCT modulator -14, Akt phos inh inactive, EPAC2 antag -2%, A549 tox -2% and Nrf2 ARE act -0.2%.
For CCCOc1cccc(C(=O)N(Cc2ccccc2)C2CCS(=O)(=O)C2)c1 (centres undefined) the results were EPAC2 ag 5%, MmCpn inh 0%, Nrf2 inh 1%, TGFb inhibitor 0%, CCT modulator -6.0, Akt phos inh inactive, EPAC2 antag -9%, A549 tox -8% and Nrf2 ARE act 0.2%.
`CSc1ccc(CCNS(=O)(=O)c2ccc3c(c2)C(C)(C)C(=O)N3C)cc1` gave EPAC2 ag 15%, MmCpn inh -1%, Nrf2 inh -2%&-3%, TGFb inhibitor 24%&-1%, CCT modulator 0.8, Akt phos inh inactive, EPAC2 antag -8%, A549 tox -2%&10% and Nrf2 ARE act 5.4%&6.6%.
For CSc1nc(C)c(Cl)c(C)c1C#N the results were EPAC2 ag 5%, MmCpn inh 0%, Nrf2 inh 2%, TGFb inhibitor 3%, CCT modulator 0.1, Akt phos inh inactive, EPAC2 antag 1%, A549 tox -7% and Nrf2 ARE act -0.8%.
C[N+](C)(C)CCCC(=O)c1ccc2c(c1)OCO2 was read as EPAC2 ag -2%, MmCpn inh -2%[15.4 µM], Nrf2 inh -11%, TGFb inhibitor 10%, CCT modulator 0.9, Akt phos inh inactive, EPAC2 antag 1%, A549 tox 2% and Nrf2 ARE act 0.0%.
For COc1ccc(-c2n[nH]c(=S)n2Cc2ccccc2)cc1OC the results were EPAC2 ag 4%, MmCpn inh -9%, Nrf2 inh -12%, TGFb inhibitor -6%, CCT modulator 1.4, Akt phos inh inactive, EPAC2 antag 6%, A549 tox -11% and Nrf2 ARE act 0.4%.
`COc1cccc(NC(=O)C(C)C)c1` gave EPAC2 ag 2%, MmCpn inh 0%, Nrf2 inh -5%, TGFb inhibitor inconclusive, CCT modulator -3.0, Akt phos inh inactive, EPAC2 antag 9%, A549 tox 0% and Nrf2 ARE act -0.9%.
`COc1cccc(N2CCN(c3ccc([N+](=O)[O-])cn3)CC2)c1` gave EPAC2 ag 5%, MmCpn inh 0%, Nrf2 inh inconclusive, TGFb inhibitor -8%, CCT modulator -1.8, Akt phos inh inactive, EPAC2 antag 7%, A549 tox -10% and Nrf2 ARE act -0.6%.
O=C(Nc1ccnn1C1CCN(C(=O)c2ccc(C(F)(F)F)cc2)CC1)C1CC1 was read as EPAC2 ag -4%, MmCpn inh 0%, Nrf2 inh 17%, TGFb inhibitor -1%, CCT modulator -1.1, Akt phos inh inactive, EPAC2 antag -2%, A549 tox 5% and Nrf2 ARE act 0.1%.
`CCOC(=O)C(C)N(c1ccccc1Cl)S(C)(=O)=O` (centres undefined) gave EPAC2 ag 2%, MmCpn inh 1%, Nrf2 inh 2%, TGFb inhibitor 6%, CCT modulator 0.0, Akt phos inh inactive, EPAC2 antag 7%, A549 tox -5% and Nrf2 ARE act -0.6%.
For Cc1cccc(C)c1OCc1nc2c3cnn(-c4cccc(F)c4)c3ncn2n1 the results were Nrf2 inh 10%, TGFb inhibitor -9%, A549 tox 3% and Nrf2 ARE act 7.1%.
Screening COc1ccc(C(=O)/C=C/c2cc(OC)c(O)c(OC)c2)c(F)c1 returned EPAC2 ag -4%, MmCpn inh -5%, Nrf2 inh -26%, TGFb inhibitor -49%, CCT modulator 0.1, Akt phos inh inactive, EPAC2 antag -6%, A549 tox -2% and Nrf2 ARE act 16µM*.
Screening CN1C/C(=C/c2cccnc2)C(=O)/C(=C/c2cccnc2)C1 returned EPAC2 ag 4%, MmCpn inh -3%, Nrf2 inh 10%, TGFb inhibitor 2.8µM*, CCT modulator -2.2, Akt phos inh inactive, EPAC2 antag -6%, A549 tox 0% and Nrf2 ARE act inconclusive.
For Cc1c(Br)cccc1NC(=O)C1(C)CCN1C(C)C (centres undefined) the results were EPAC2 ag 2%, TGFb inhibitor -24%, CCT modulator 1.0, Akt phos inh inactive, EPAC2 antag -6% and Nrf2 ARE act 1.3%.
Screening O=C(CN1CCc2ccccc2C1)Nc1ccccc1Cl returned EPAC2 ag 17%, MmCpn inh 0%, Nrf2 inh -8%, TGFb inhibitor -5%, CCT modulator -3.2, Akt phos inh inactive, EPAC2 antag -10%, A549 tox 29% and Nrf2 ARE act 0.5%.
Cc1cccc(NS(=O)(=O)c2cc(C(=O)N3CCCC3)ccc2Cl)c1 was read as EPAC2 ag 4%, MmCpn inh 4%, Nrf2 inh 12%, TGFb inhibitor 13%, CCT modulator -2.0, Akt phos inh inactive, EPAC2 antag 23%, A549 tox -1% and Nrf2 ARE act 0.4%.
COc1ccccc1Nc1c2c(nc3ccc(NC(=O)c4cccc(OC)c4OC)cc13)CCCC2 was read as Nrf2 inh 8%[9.27 µM], TGFb inhibitor inconclusive, A549 tox inconclusive and Nrf2 ARE act -4.4%.
CCOC(=O)c1c(-c2ccccc2)csc1N1C(=O)Nc2ccccc2N1O was read as EPAC2 ag 1%, MmCpn inh 1%, Nrf2 inh 1%, TGFb inhibitor -5%, CCT modulator -2.6, Akt phos inh inactive, EPAC2 antag -13%, A549 tox 13% and Nrf2 ARE act -0.3%.
